From PubChem
KB-3-1 tox – qHTS assay for MDR1-selective chemotherapeutics: Primary screen using the parental adenocarcinoma cell KB-3-1; KB-3-1 viability, CellTiter-Glo ATP luminescence, 72 h; Potency, µM (highest dose often 46.1 µM), for inactives: at the top dose activity change, negative = cytotoxic, hits mostly cytotoxic; 1.4% of 400,000 active; AID 1347075, 2019; further: on the % scale 0 is the no-effect control and ±100 the full control effect; nearly all actives have a fitted effect of over 60% in size
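72 h, 37 °C compound treatment of KB-3-1 parental cells; CellTiter-Glo added, 10 min, luminescence read. Data corrected against DMSO-only plates and normalized before curve fitting.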
HT1080 IDH1KD tx – qHTS for induction of synthetic lethality in tumor cells producing 2HG: qHTS for the HT-1080-IDH1KD cell line | Potency, µM (top dose mostly 46.1 µM), for inactives: at the highest dose activity, negative = toxicity, most hits filed as cytotoxic | HT-1080 IDH1 knockdown viability, ATP luminescence, 48 h | 2% of 360,000 active | AID 686971, 2013;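 further: 0% = DMSO wells and -100% = cell-free medium wells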
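% activity derives from luminescence (CellTiter-Glo), normalised to DMSO and no-cell wells. HT-1080-IDH1KD cells, 750/well, had 48 h compound exposure at 37 °C.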
TDP-43 yeast inh – qHTS of TDP-43 Inhibitors. TDP-43 expressing yeast growth rescue, BacTiter-Glo, 24 h. Potency, µM (series often up to 46.1 µM), for the others: top-dose growth rescue (activation), actives largely listed as activators. 1.8% of 410,000 active; further: % of control where 0% means no effect; nearly all actives have a fitted effect of over 50% in size
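Cell-based yeast growth screen: TDP-43 expression induced in galactose, inoculum OD600=0.02 after raffinose pregrowth to mid-log. Read-out BacTiter-Glo luminescence at 24 hr, 30 deg C; inhibition of toxicity seen as signal increase.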
GLP-1R agonist – qHTS of GLP-1 Receptor Agonists | HEK293 GLP-1R CRE-luciferase, luminescence, 4-6 h; cells express a hypersensitive GLP-1R form | Potency, µM (doses to about 45.6 µM), without a hit: at the top dose activation, usual class: activators | AID 624172, 2012 | 0.007% of 380,000 active; further: % of control where 0% means no effect
Target sequence (P43220 whole entry, looked up): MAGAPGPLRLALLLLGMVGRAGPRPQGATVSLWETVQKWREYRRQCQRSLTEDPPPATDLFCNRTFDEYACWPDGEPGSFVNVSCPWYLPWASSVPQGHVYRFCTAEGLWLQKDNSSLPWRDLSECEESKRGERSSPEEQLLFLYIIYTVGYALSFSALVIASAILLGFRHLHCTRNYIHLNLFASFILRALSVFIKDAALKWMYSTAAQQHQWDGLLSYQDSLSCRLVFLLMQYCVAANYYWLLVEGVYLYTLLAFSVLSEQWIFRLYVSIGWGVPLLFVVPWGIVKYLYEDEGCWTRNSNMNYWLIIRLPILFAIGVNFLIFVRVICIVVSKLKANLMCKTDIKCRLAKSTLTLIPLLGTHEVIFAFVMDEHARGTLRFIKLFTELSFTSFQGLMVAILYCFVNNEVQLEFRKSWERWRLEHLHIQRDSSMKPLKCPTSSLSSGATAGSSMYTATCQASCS
GLP1R cytotox – qHTS of GLP-1 Receptor Inverse Agonists: Cytotox Screen | 0.13% of 410,000 active | Potency, µM (highest dose often 38.3 µM), for the others: at the top dose activity change, negative = inhibition, actives largely listed as inhibitors | HEK293 cAMP-luciferase reporter cells, luminescence, 24 h;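 further: loss of luciferase light is scored as toxicity; on the % scale 0 is the no-effect control and ±100 the full control effect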
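MLSMR compounds, 24 hr on cells at 37 deg C/5% CO2; luminescence after luciferase reagent (12 min RT). Inhibition counted as the undesired cytotoxic outcome.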
SW480 rerep – A quantitative high throughput screen for small molecules that induce DNA re-replication in SW480 colon adenocarcinoma cells; SW480 DNA re-replication, Hoechst DNA content imaging, 48 h; Potency, µM (top dose mostly 46.1 µM), inactives show at the top dose re-replication activation, most hits filed as activators; 1.8% of 340,000 active; AID 624297, 2012; further: % of control where 0% means no effect; nearly all actives have a fitted effect of over 55% in size
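Cells (250 per well) received 23 nL compound or DMSO by pin tool and were kept 48 hr at 37 C, 5% CO2. Nuclei were then stained with Hoechst for 40 min and scanned for DNA content.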
GLP1R inv ag – qHTS of GLP-1 Receptor Inverse Agonists (Inhibition Mode); Glucagon-like peptide 1 receptor (Homo sapiens), P43220; HEK293 GLP-1R CRE-luciferase, luminescence, 24 h; GLP-1R form is constitutively active; Potency, µM (top dose mostly 38.3 µM), inactives show at the highest dose activity change, negative = inhibition, most hits filed as inhibitors; 1.6% of 410,000 active; further: on the % scale 0 is the no-effect control and ±100 the full control effect; nearly all actives have a fitted effect of over 55% in size
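Constitutively active GLP-1R drives a cAMP-responsive luciferase in stably transfected HEK293 cells; test compounds are added after overnight (12 h) attachment and left 24 hr, and signal loss in luminescence marks inhibition.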
HT1080NT lethal – qHTS for induction of synthetic lethality in tumor cells producing 2HG: qHTS for the HT-1080-NT fibrosarcoma cell line; Potency, µM (titrated, usually from 46.1 µM), inactives show at the highest dose activity, negative = less viability, usual class: cytotoxic; AID 686970, 2013; HT-1080-NT fibrosarcoma viability, CellTiter-Glo ATP luminescence, 48 h; 1.6% of 360,000 active;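 further: NT is the 2HG producing partner of a matched IDH1 knockdown line; 0% = DMSO-treated cells and -100% = media-only wells without cells; nearly all actives have a fitted effect of over 55% in size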
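HT-1080-NT fibrosarcoma cells (2HG-overproducing), 750 cells/well in RPMI with 5% FBS, dosed after 2 h and incubated 48 h at 37C. CellTiter-Glo luminescence normalized to DMSO and no-cell wells; concentration-response curves fitted and classed.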
KB-V1 MDR tox – qHTS assay for MDR1-selective chemotherapeutics: Primary screen using the drug-selected MDR subline cells KB-V1; 3.4% of 400,000 active; KB-V1 MDR cells viability, CellTiter-Glo, 72 h; Potency, µM (series often up to 46.1 µM), for the others: at the highest dose activity change, negative = cytotoxicity, hits mostly cytotoxic; further: on the % scale 0 is the no-effect control and ±100 the full control effect; nearly all actives have a fitted effect of over 60% in size
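qHTS viability screen in drug-selected KB-V1 MDR cells: 72 h compound treatment at 37 degrees C, ATP luminescence end point.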
An asterisk follows results filed as active; ? = inconclusive; . = not tested or not shown; [ ] = dose if it differs, or a comment. The call rests on the fitted dose curve; in most records, active means well fitted curve in the direction sought with a large enough effect; inconclusive means small, poorly fitted or top-dose-only effect, or another doubt; inactive means no such curve, though single readings can be large; an effect the other way counts as inactive or inconclusive. Potency means the concentration at half of the fitted maximal effect. No enrichment for hits, and some 9.4% of all compounds hit somewhere here.

SMILES	KB-3-1 tox	HT1080 IDH1KD tx	TDP-43 yeast inh	GLP-1R agonist	GLP1R cytotox	SW480 rerep	GLP1R inv ag	HT1080NT lethal	KB-V1 MDR tox
O=S(=O)(Cc1nnnn1-c1ccccc1)c1ccc(Cl)cc1	-1%	28%	?	7%	-3%	-6%	41%	3%	-4%
COc1ccc(-n2c(C)cc(/C=C3\SC(=S)NC3=O)c2C)cc1	8%	5%	22%	-9%	-9%	-4%	14%	7%	-4%
Cn1nc(-c2ccc(N3CCOCC3)c(NS(=O)(=O)c3ccccc3)c2)c2ccccc2c1=O	0%	-6%	-23%	8%	1%	1%	84%[activator]	1%	-2%
COc1ccc(-n2c3c(cc(C(=O)Nc4ccc(C)cc4)c2=O)C(=O)CCC3)cc1	-3%	9%	0%	1%	9%	0%	11%	17%	0%
CCN1CCN(C(=O)N(c2ccccc2)c2ccccc2)CC1	-18%	-2%	-20%	3%	-6%	-1%	1%	2%	?
Clc1ccc(-c2nnc(-c3cccc4ccccc34)o2)cc1Cl	-19%	24%	20%	8%	12%	-11%	25%	27%	7%
Cc1cccc(N2O[C@H]3C=CC2CCCC3)n1	0%	6%	15%	-1%	-2%	0%	7%	12%	0%
COc1ccc(C(CNC(=O)CCNS(=O)(=O)c2ccccc2C(F)(F)F)N2CCOCC2)cc1 (stereo not given)	0%	12%	-28%	5%	1%	-29%	36%	3%	1%
CC(=O)c1sc(NC(=O)c2cc(=O)c3ccccc3o2)nc1C	3%	15%	-9%	-2%	1%	6%	-28%	12%	23%
CN1CCN(NC(=O)c2ccc(Br)s2)CC1	13%	0%	30%	5%	2%	2%	5%	6%	-3%
CCOC(=O)c1ccc(N2C(=O)c3[nH]nc(-c4ccc(C)cc4)c3C2c2cccs2)cc1 (stereo not given)	?	.	22%	-5%	?	.	8.9µM*	.	?
OCC1(Cc2ccccc2)CCCN(Cc2ccc(-c3ccco3)cc2)C1 (stereo not given)	-10%	?	-15%	1%	-24%	20%	?	?	-3%
Cc1ccc(NC(=O)c2nc[nH]c2C(=O)N2CCN(C(=O)OC(C)(C)C)CC2)cc1	-10%	9%	19%	2%	2%	-6%[9.22 µM]	-2%	14%	-29%
O=C(Nc1ccncc1)Nc1cccc(C(F)(F)F)c1	-1%	-9%	14%	-3%	-16%	24%	10µM*	7%	-9%
Cc1ccc(-c2nnc(SCC(=O)NC3CC3)o2)cc1	1%	15%	0%	14%	4%	-14%	-3%	6%	?
Cc1ccccc1NC(=O)OCc1ccccc1	-1%	15%	0%	0%	2%	8%	?	28%	0%
CCOC(=O)N1CCN(c2cc(C)nc3nc(C)nn23)CC1	6%	9%	11%	8%	-14%	1%	2%	11%	-16%
O=C(c1ccccc1)c1c[nH]c(C(=O)NNc2ccccc2)c1	?	?	13%	6%	12%	6%	2.5µM*	?	-23%
Cc1ccccc1COc1cccn2c(N(C)C(=O)CCC3CCCC3)c(C)nc12	0%	?	1%	7%	0%	.	?	?	-4%
CC(C)c1ccc(NC(=O)COc2nnc(-c3cccs3)c(-c3cccs3)n2)cc1	14%	-10%	9%	-7%	-24%	0%	?	-22%	5%
Cc1cccc(-c2ccc3[nH]c4c(c3c2)CCN2C[C@H]3[C@H](C)ON(C)[C@H]3C[C@@H]42)c1	?	?	24%	9%	-13%	.	?	?	-30%
N#CC1(NC(=O)COC(=O)c2ccc(Cl)nc2)CCCCC1	8%	-2%	-27%	2%	2%	3%	7%	3%	6%
O=C(Cn1c(=O)n(CCC(=O)N2CCCCC2)c(=O)c2sccc21)NCc1ccccc1	1%	28%	-4%	-2%	-3%	-7%	-14%	20%	0%
CC(=O)Nc1cccc(C(=O)N(CCc2ccccc2)Cc2ccccc2)c1	2%	-2%	-17%	4%	-2%	3%	?	1%	-26%
O=C(Nc1ccccc1Cl)c1ccc([N+](=O)[O-])o1	23µM*	21µM*	?	3%	-5%	7.3µM*	114%[activator]	?	-31%

Pulled by compound from above, two records:
SMILES	KB-3-1 tox	HT1080 IDH1KD tx	TDP-43 yeast inh	GLP-1R agonist	GLP1R cytotox	SW480 rerep	GLP1R inv ag	HT1080NT lethal	KB-V1 MDR tox
Clc1ccc(-c2nnc(-c3cccc4ccccc34)o2)cc1Cl	-19%	24%	20%	8%	12%	-11%	25%	27%	7%
COc1ccc(-n2c3c(cc(C(=O)Nc4ccc(C)cc4)c2=O)C(=O)CCC3)cc1	-3%	9%	0%	1%	9%	0%	11%	17%	0%

Returning to the listing, repeating the 2 entries before the break.
SMILES	KB-3-1 tox	HT1080 IDH1KD tx	TDP-43 yeast inh	GLP-1R agonist	GLP1R cytotox	SW480 rerep	GLP1R inv ag	HT1080NT lethal	KB-V1 MDR tox
CC(=O)Nc1cccc(C(=O)N(CCc2ccccc2)Cc2ccccc2)c1	2%	-2%	-17%	4%	-2%	3%	?	1%	-26%
O=C(Nc1ccccc1Cl)c1ccc([N+](=O)[O-])o1	23µM*	21µM*	?	3%	-5%	7.3µM*	114%[activator]	?	-31%
CC1CC(C)CN(CCCNC(=O)c2ccc(CS(=O)(=O)Cc3ccccc3F)o2)C1 (stereo not given)	-2%	10%	3%	14%	13%	2%	-3%	-3%	3%
COc1ccc(NC(=O)CC2Oc3ccc(C)cc3NC2=O)cc1 (stereo not given)	4%	-5%	6%	-2%	0%	3%	3%	-23%	23%
COc1ccc(/C=C/c2nc(S(=O)(=O)c3ccccc3)c(NCCCN(C)C)o2)cc1OC	-4%	-16%	8%	7%	-30%	?	5%	-9%	-8%
CC(NC(=O)NC(=O)c1ccc(Cl)cc1)c1ccccc1 (stereo not given)	6%	-1%	6%	-8%	-44%	-17%	?	-1%	-15%
CCOC(=O)C1CCCN(S(=O)(=O)c2cccc3cccnc23)C1 (stereo not given)	10%	3%	12%	-2%	2%	-9%	3%	11%	-9%
CCC(C(=O)N1CCN(c2ccccc2OC)CC1)c1ccccc1 (stereo not given)	?	?	22%	-4%	5%	-703%[inhibitor]	?	-28%	21µM*
CCOc1ccc(C(C(=O)NCC2CCCO2)N(C(=O)c2snc(C(N)=O)c2N)c2cccc(F)c2)cc1 (stereo not given)	21%	-19%	4%	11%	-7%	22%	-5%	-3%	29%
O=C(N/N=C/c1ccc[nH]1)c1ccc2c(c1)OCO2	5%	17%	4%	1%	-26%	-3%	-8%	9%	-10%
Cc1ccc(-c2nnn3c2nc(NCCc2ccccc2)c2ccccc23)cc1	23%	.	10%	-1%	4%	.	-1%	.	11%
CCc1ccc(S(=O)(=O)N2c3ccc(C)cc3C3CN(C)CCC32)cc1 (stereo not given)	-7%	-2%	?	-5%	-6%	3%	?	-3%	21µM*
COc1cc(C(=O)c2ccccc2)c([N+](=O)[O-])cc1OC	-1%	7%	9%	4%	-7%	-7%	9%	8%	8%
N#Cc1ccc[n+](CC(=O)c2ccc(Cl)cc2)c1	-10%	-4%	-17%	2%	29%	-1%	4%	-3%	-1%
O=C(CSc1nc2ccccc2c(=O)n1NC(=O)Cc1ccccc1)NCCc1ccccc1	0%	10%	-2%	-9%	-3%	6%	-6%	0%	-7%
Cc1cccc2c1NC(=O)C2=O	.	-2%	-17%	5%	-6%	1%	6%	-3%	.
Cc1cc(C(=O)COC(=O)C2=NNC(=O)CC2)c(C)n1CCc1ccccc1	0%	11%	11%	-6%	-25%	-6%	4%	10%	1%
COc1cc(C(=O)N2CCN(C(=O)C3CC3)CC2)cc(OC)c1OC	18%	17%	4%	1%	-4%	-4%	0%	10%	1%
COc1ccccc1NC(=O)C(=O)N1N=C(C(C)C)CC1(O)C(F)(F)F (stereo not given)	3%	?	6%	5%	-23%	2%	?	?	2%
Cn1c(C(=O)NCCCN2CCN(c3ccccc3F)CC2)cc2c(=O)n(C)c3ccccc3c21	0%	-20%	-18%	-4%	1%	26%	3%	-17%	?
O=C(COC(=O)COc1cccc(F)c1)Nc1nc2ccccc2s1	-8%	0%	3%	21%	-4%	-2%	8%	-10%	-18%
COc1ccc(C2c3cc4c(cc3OC(NNC(N)=O)C2C)OCO4)cc1 (stereo not given)	6.5µM*	16µM*	?	1%	-15%	?	?	?	9.2µM*
CCOC(=O)C(=O)Nc1nc(-c2ccccc2)c(CC)s1	6%	10%	15%	-6%	0%	1%	8%	3%	2%
COc1ccccc1NC(=O)c1ccc(NC(=O)COC(=O)c2cccnc2Cl)cc1	16%	5%	27%	4%	-11%	1%	18%	2%	-12%
O=C(Cc1ccc(F)cc1)N1CCN(c2ccc([N+](=O)[O-])cc2)CC1	-10%	-2%	29%	10%	-24%	2%	-6%	-2%	-2%
Cc1nc2ccc(Br)cc2c(=O)n1Cc1cccs1	0%	-3%	30%	0%	1%	-1%	-20%	10%	-24%
CCOc1ccccc1N1CCN(CC(O)COC2CCCc3ccccc32)CC1 (stereo not given)	-3%	1%	-10%	14%	-1%	?	?	-14%	-8%
Cc1ccc(S(=O)(=O)N2CC(=NO)C2)cc1	-23%	3%	11%	3%	3%	-10%	4%	1%	-14%
CSc1ccc(NC(=O)NCCN2CCc3ccccc3C2)cc1	4%	-29%	-4%	0%	-21%	-10%	0%	-15%	-18%
CN1CCC(=O)N(CCOc2ccccc2)CC1	-16%	?	-14%	0%	1%	8%	1%	2%	0%
Cc1ccc(C)c(NC(=O)NCCN2CCCCC2)c1	10%	13%	-4%	11%	16%	-2%	3%	11%	-3%

Ordered by value in GLP1R inv ag (rising): three of the compounds above
Structure | GLP-1R agonist | SW480 rerep | GLP1R inv ag
O=C(c1ccccc1)c1c[nH]c(C(=O)NNc2ccccc2)c1 | 6% | 6% | 2.5µM*
CCOC(=O)c1ccc(N2C(=O)c3[nH]nc(-c4ccc(C)cc4)c3C2c2cccs2)cc1 (stereo not given) | -5% | . | 8.9µM*
O=C(Nc1ccncc1)Nc1cccc(C(F)(F)F)c1 | -3% | 24% | 10µM*
